Mcl1-Bid inh – Mcl-1/Bid binding inhibitors, primary screen, biochemical, TR-FRET, 1536-well; Induced myeloid leukemia cell differentiation protein Mcl-1 (Homo sapiens), Q07820; TR-FRET Mcl-1/Bid-Dy647 peptide binding; inhibition, % at 21.7 µM; 220,000 compounds, 0.97% hits;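 active = compounds that cut the binding signal by more than half at the single screening dose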;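 also: His-tagged Mcl-1 with europium anti-His antibody binding Bid BH3 peptide; 0% = Mcl-1 plus peptide wells and 100% = peptide-only wells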
Target sequence (Q07820 whole entry, looked up): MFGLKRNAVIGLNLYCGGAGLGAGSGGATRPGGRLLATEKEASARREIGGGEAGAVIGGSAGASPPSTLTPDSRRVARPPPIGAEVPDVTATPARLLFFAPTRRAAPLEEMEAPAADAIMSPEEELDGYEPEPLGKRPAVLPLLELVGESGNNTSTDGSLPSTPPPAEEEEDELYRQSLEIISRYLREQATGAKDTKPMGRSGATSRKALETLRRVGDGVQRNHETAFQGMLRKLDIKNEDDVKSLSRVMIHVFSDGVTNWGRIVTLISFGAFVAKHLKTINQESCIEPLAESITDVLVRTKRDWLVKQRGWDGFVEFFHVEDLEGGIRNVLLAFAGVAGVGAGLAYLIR
Rab7 wt modul – modulators of GTP binding to Rab7, primary screen, biochemical, wildtype, multiplex bead flow cytometry | Rab7 GTPase wild type (dog), Bodipy-FL-GTP binding | GST-Rab7 beads, fluorescent GTP binding; actives lie on both sides; untreated = 100%, excess cold GTP = 0% | GTP binding activity (percent of control), % at 10 µM | 190,000 compounds, 0.055% hits | AID 758, 2007;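 active = fluorescent GTP binding to Rab7 beads changed by at least 20 points from the 100% baseline, either direction, mostly lower; inconclusive = compound itself probably fluorescent, or too few beads counted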;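 also: median green fluorescence of bound Bodipy-FL-GTP per Rab7 bead population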
Rab2 wt GTP – modulators of GTP binding to Rab2A wildtype, primary screen, biochemical, dog, bead-based flow cytometry, multiplex. Ras-related protein Rab-2A (Canis lupus familiaris), P61105. GST-Rab2 wt beads, Bodipy-GTP binding. GTP binding activity, % at 10 µM. 190,000 compounds, 0.19% hits;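 active = GTP binding activity at least 20 points away from 100%, either lowered or raised; inconclusive = signal likely due to the compound's own green fluorescence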;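 also: 0% = beads with excess unlabeled GTP and 100% = no-compound control corrected for plate trend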
Avidin fluor – green autofluorescence of compounds with avidin beads – biophysical, 488/530 nm, flow cytometry, artefact control, profiling panel; AID 1775, 2009; compound fluorescence 488/530 nm; active compounds read high; 220,000 compounds, 0.38% hits; fluorescence (KMESF) at 10 µM; in the data active = fluorescence above about 47; also: inactives centre near 10
GSH bead fluor – compound fluorescence on glutathione beads, profiling panel, artefact control, biophysical, 488/530 nm, flow cytometry | GSH beads flow cytometry, compound fluorescence 488/530 nm; active compounds read high | fluorescence (KMESF) at 10 µM | 190,000 compounds, 0.25% hits; in the data active = fluorescence above about 89;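 also: glutathione beads carrying GST-tagged Bcl family fusion proteins plus one bare bead set; values are compound well signal with DMSO vehicle wells as background; inactives centre near 16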
HRas wt GTP – modulators of GTP binding to HRas wildtype, primary screen, biochemical, bead-based flow cytometry, multiplex; GST-Ras wt beads, Bodipy-FL-GTP binding; actives lie on both sides; GTP binding activity, % at 10 µM; 190,000 compounds, 0.14% hits;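 active = GTP binding activity at least 20% away from the 100% baseline, either lowered as inhibitor or raised as activator; inconclusive = flagged as likely green fluorescent, judged across all proteins in the well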;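 also: 0% = unlabeled GTP competition control and 100% = no-compound control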
Target sequence (P01112 whole entry, looked up): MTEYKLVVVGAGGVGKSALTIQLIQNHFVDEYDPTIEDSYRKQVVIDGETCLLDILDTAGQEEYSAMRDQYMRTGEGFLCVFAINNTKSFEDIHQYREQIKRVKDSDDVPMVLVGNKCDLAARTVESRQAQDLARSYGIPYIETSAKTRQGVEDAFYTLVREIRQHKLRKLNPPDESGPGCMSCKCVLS
Pf gametocyte – late stage P. falciparum gametocyte viability inhibitors, primary screen, ATP luminescence, HTS; P. falciparum stage V gametocytes, 24 h; inhibition, % at 10.9 µM; 150,000 compounds, 0.065% hits;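 active = inhibition above the mean plus 3 SD of compounds within the control limits, set per campaign, cut at about 38% in these data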;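 also: 0% = DMSO wells and 100% = medium only without gametocytes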
Rac1 mut GTP – GTP binding modulators of activated mutant Rac1, primary screen, biochemical, bead-based flow cytometry, multiplex, fluorescent GTP | Ras-related C3 botulinum toxin substrate 1 (Homo sapiens), P63000 | GST-Rac1 activated beads; actives lie on both sides; 100% means binding = to untreated wells | percent activity (GTP binding), % at 10 µM | 190,000 compounds, 0.11% hits | AID 764, 2007;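 active = GTP binding at least 20 percentage points away from the 100% baseline, in either direction, so actives lie on both sides; inconclusive = Compound likely fluorescent itself, or too few beads counted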
Mcl1-Noxa inh – Mcl-1/Noxa binding inhibitors, primary screen, biochemical, TR-FRET, 1536-well; inhibition, % at 21.7 µM; 220,000 compounds, 1.5% hits; TR-FRET Mcl-1/Noxa peptide binding, 2 h; Induced myeloid leukemia cell differentiation protein Mcl-1 (Homo sapiens), Q07820; AID 1022, 2008;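 active = compounds that cut the protein-peptide binding signal by more than 50% relative to plate controls in a single-dose test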;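 also: His-tagged Mcl-1 with rhodamine Noxa BH3 peptide and terbium anti-His antibody; 0% = Mcl-1 plus Noxa peptide wells and 100% = peptide-only wells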
Cdc42 wt – modulators of GTP binding to wildtype Cdc42, primary screen, biochemical, multiplex bead flow cytometry, Bodipy-GTP. Cell division control protein 42 homolog (Homo sapiens), P60953. GST-Cdc42 beads; actives lie on both sides. percent activity (GTP binding), % at 10 µM. 190,000 compounds, 0.2% hits. AID 761, 2007;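 active = percent activity GTP binding at least 20 points away from the 100% baseline, either down as inhibitor or up as activator; inconclusive = compound flagged as likely green fluorescent from well-wide comparison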;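 also: median bead fluorescence of bound Bodipy-FL-GTP at 100 nM; 0% = excess unlabeled GTP control and 100% = no compound control; below 100% means less GTP binding so inhibitor and above means activator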
Target sequence (P60953 whole entry, looked up): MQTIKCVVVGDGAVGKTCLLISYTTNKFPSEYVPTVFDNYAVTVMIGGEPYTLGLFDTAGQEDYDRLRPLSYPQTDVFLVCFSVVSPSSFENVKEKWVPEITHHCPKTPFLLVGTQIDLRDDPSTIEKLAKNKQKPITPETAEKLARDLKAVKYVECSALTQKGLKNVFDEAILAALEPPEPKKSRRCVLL
Rac1 wt GTP bind – wildtype Rac1 GTP binding modulators, primary screen, biochemical, GST-Rac1 beads, flow cytometry, multiplex; fluorescent GTP binding; actives lie on both sides; 0 = cold GTP competed, 100 = untreated; 190,000 compounds, 0.27% hits; GTP binding activity (% of control), % at 10 µM; Ras-related C3 botulinum toxin substrate 1 (Homo sapiens), P63000;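 active = GTP binding activity at least 20 points away from the 100% control level, either lower or higher; inconclusive = compound flagged as likely green fluorescent, judged across all proteins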
An asterisk follows results filed as active; ? = inconclusive; . = not tested or not shown. An unsorted share of the library; about 3% have a hit in one of these screens.

SMILES	Mcl1-Bid inh	Rab7 wt modul	Rab2 wt GTP	Avidin fluor	GSH bead fluor	HRas wt GTP	Pf gametocyte	Rac1 mut GTP	Mcl1-Noxa inh	Cdc42 wt	Rac1 wt GTP bind
Cn1c(=O)c2[nH]c(NCC3CCCO3)nc2n(-c2ccccc2)c1=O (centres undefined)	-51	98	101	4	7	99	.	102	1	97	102
COC(=O)C1=C(C(=O)OC)C(c2cc(Br)ccc2O)c2sc(=O)[nH]c2S1 (centres undefined)	7	100	96	13	8	98	-3	97	87*	95	97
CCOC(=O)c1sc(NC(=O)CCCn2nc([N+](=O)[O-])cc2C)c(C(=O)OCC)c1C	-9	97	97	11	21	98	-2	100	18	101	101
O=c1oc2cc(OCc3nn[nH]n3)ccc2c2c1CCCC2	-14	96	94	10	12	98	11	94	30	94	97
CC1(C)N=C(c2cccc(F)c2)C(=O)N1	1	103	100	12	11	100	.	100	3	102	103
CCC(CO)NC(=O)c1cc2c(s1)CCC2 (centres undefined)	-24	98	99	8	7	99	.	99	19	100	104
O=C(CSc1nnc([C@@H]2CCCN2)o1)c1ccc(Cl)cc1	-49	96	98	4	37	99	-13	98	16	100	97
Cc1nnc(NC(=O)/C=C/c2ccco2)s1	-19	100	101	13	8	101	8	103	11	103	105
CCC(=O)Nc1cc(ON=C(C)C)cc([N+](=O)[O-])c1	-12	100	98	-2	14	100	-3	96	0	97	101
Clc1ccc(-n2cnnn2)cc1	-31	102	101	5	41	102	-16	99	9	103	105
COc1ccc(CN2CCN(S(=O)(=O)c3ccc(NC(C)=O)cc3)CC2)c(OC)c1OC	30	103	97	12	11	98	5	99	27	95	99
COc1ccc(S(=O)(=O)N2CCCC2C(=O)Nc2ccc(O)cc2)cc1 (centres undefined)	-9	98	99	26	14	100	.	98	1	103	103
CCOc1ccc(C(=O)NC2CCN(S(C)(=O)=O)CC2)cc1	-21	99	100	10	26	101	.	101	-5	105	102
Cc1nc(NC(=O)COC(=O)c2cc3c(s2)CCC(C)C3)c(Cl)cc1Cl (centres undefined)	-1	95	94	4	12	94	-11	96	27	93	97
Cc1ccc(Cn2c(=N)n(CC(=O)c3ccccc3)c3ccccc32)cc1	7	94	95	9	9	94	9	98	12	96	99
CC1CCCN(C(=O)Nc2cccc(NC(=O)N3CCCC(C)C3C)c2)C1C (centres undefined)	-20	96	96	3	42	96	.	97	7	100	99
COc1ccccc1-c1cc(C(=O)N/N=C/c2ccc(C)s2)c2ccccc2n1	-3	103	99	9	33	99	.	97	14	99	100
O=C1CNC(=S)N1Cc1ccccc1	-13	94	99	10	16	96	.	98	1	100	102
O=C1CC(c2ccc3c(c2)OCO3)c2cc3c(cc2N1)OCO3 (centres undefined)	-22	98	98	40	12	100	2	98	4	102	101
COC(=O)c1cc(NC(=O)c2ccc(Cn3cc(Cl)cn3)o2)cc(C(=O)OC)c1	33	93	94	33	8	96	-5	97	-55	94	94
COc1ccccc1N(C(=O)c1snc(C(N)=O)c1N)C(C(=O)NCCC(C)C)c1ccco1 (centres undefined)	14	93	92	36	12	95	17	94	-7	95	94
Cc1ccccc1N1CCN(CCCN2C(=O)CC(=C(c3ccccc3)c3ccccc3)C2=O)CC1	-26	103	99	31	35	100	.	99	-2	102	104
O=C(CCc1nnc(C2CCCCC2)o1)N1CCN(c2ccccc2F)CC1	-36	101	97	2	10	96	-9	92	12	95	95
Cc1[nH]ccc(=O)c1OCc1ccc(Cl)cc1	-14	97	99	11	71	100	34	99	-18	101	99
C=CCn1c(-c2cc3cccc(OC)c3o2)n[nH]c1=S	-9	?	?	21	8	?	-2	?	32	?	?
(next part)
SMILES	Mcl1-Bid inh	Rab7 wt modul	Rab2 wt GTP	Avidin fluor	GSH bead fluor	HRas wt GTP	Pf gametocyte	Rac1 mut GTP	Mcl1-Noxa inh	Cdc42 wt	Rac1 wt GTP bind
CN(C)Cc1nc2ccccc2c(=O)n1CC#N	-29	102	97	23	7	94	3	95	7	95	94
O=C(COc1ccccc1)OCc1csc(Nc2ccccc2)n1	-15	96	96	10	5	96	-10	94	15	95	97
COC(=O)CN1C(=O)C(O)(CC(=O)c2cccc(Br)c2)c2ccccc21 (centres undefined)	-4	103	101	27	12	102	.	99	9	100	106
Cc1c(Br)cc(C(=O)OC2CCN(C)CC2)c(C)c1C	1	103	102	8	17	102	.	99	20	102	101
O=C(O)CCC(=O)NNC(=O)CCC(=O)NCc1ccccc1	-9	101	102	9	16	101	-8	99	5	100	97
COC(=O)c1ccccc1NC(=O)Cn1c(SC)c(F)cnc1=O	-27	102	101	16	32	99	-22	98	-9	101	102
CC(=C/C(=O)O)/C=C/c1ccco1	-12	103	100	10	21	101	-14	96	2	103	102
COc1ccccc1NC(=O)c1ccccc1C(=O)O	-31	?	?	11	20	?	-10	?	1	?	?
CC(Nc1ccccc1)C(=O)Nc1ccc(F)cc1 (centres undefined)	-51	105	104	22	11	103	-38	97	31	103	103
CCN(Cc1ccccc1)C(=O)CS(=O)(=O)c1ccccc1	-20	103	99	9	20	98	13	98	-8	97	98
CCCCC1(C)Cc2ccccc2C(=S)N1 (centres undefined)	-16	95	94	10	36	97	.	93	.	96	94
Cn1c(SCc2cccnc2)nc2c(c1=O)SCC2	-3	97	93	9	17	96	5	98	40	96	99
C=CCn1c(SCC(=O)NC2CCCC2)nc2scc(-c3ccco3)c2c1=O	28	100	98	5	5	100	8	99	-5	101	104
Cc1noc(/C=C/N(C)C)c1S(=O)(=O)N1CCc2ccccc21	-25	102	102	6	25	101	.	98	0	100	100
COc1cccc(-c2nc(CS(=O)(=O)CC(=O)N3CCN(c4ccccn4)CC3)c(C)o2)c1	0	98	102	5	27	100	.	97	16	99	103
COc1ccc(Oc2nc3c(c(=O)n(C)c(=O)n3C)n2Cc2ccccc2)cc1	4	94	96	10	27	94	2	94	-16	92	93
CC(O)CNC(=O)c1ccc(-c2nn(C)c(=O)c3ccccc23)cc1 (centres undefined)	-17	102	102	10	28	103	-1	100	6	102	105
S=C(NC1CCCCC1)NN1CCOCC1	-52	99	97	9	24	97	3	98	-12	99	101
Cc1cc(C)nc(SCc2nnc(SCC(=O)Nc3ccccc3C)n2Cc2ccco2)n1	-29	94	96	34	14	97	.	97	-3	100	97
CCOc1ccccc1NC(=O)Nc1ccc(Cl)cc1	4	95	102	8	10	103	-8	101	9	104	104
Nn1c(SCCOc2ccc(Cl)cc2)nnc1-c1cccnc1	-24	102	99	16	17	101	-2	97	28	94	99
Brc1cccc2sc(N3CCN(c4ccccc4)CC3)nc12	-21	95	97	6	10	95	0	94	7	96	99
CC(NC(=O)COc1ccccc1-c1ccccc1)c1ccccc1 (centres undefined)	30	100	99	12	18	100	.	99	11	100	103
CS(=O)(=O)N1CCN(c2ccccc2NC(=O)c2ccc(Cl)cc2)CC1	-24	101	99	8	9	102	.	102	-5	102	106
CC1CCCCN1C(=O)CSc1nnc(-c2ccco2)n1CC1CCCO1 (centres undefined)	-24	102	103	11	22	104	.	99	7	106	101
Further compounds.
SMILES	Mcl1-Bid inh	Rab7 wt modul	Rab2 wt GTP	Avidin fluor	GSH bead fluor	HRas wt GTP	Pf gametocyte	Rac1 mut GTP	Mcl1-Noxa inh	Cdc42 wt	Rac1 wt GTP bind
O=C(NCCCc1ccccc1)Nc1cccc(Cl)c1	9	96	97	25	15	95	-13	98	15	99	99
CCOC(=O)c1c(C)oc2ccc(O)c(CN(C)C)c12	-24	102	104	10	14	106	-2	102	6	105	109
Cc1ccc(-n2nnnc2SC(C(=O)c2c[nH]c3ccccc23)c2ccccc2)cc1 (centres undefined)	-4	101	99	16	18	101	-8	101	-11	105	105
CCCC(=O)c1ccc(N2CCN(C(=O)c3ccccc3)CC2)c(F)c1	-30	91	97	21	11	99	-23	99	-11	99	98
COc1cccc(C2C=C(c3cccs3)Nc3ncnn32)c1OC (centres undefined)	-36	100	99	13	19	99	.	98	14	102	101
COc1ccc(N2CCN(C(=O)c3cccc4nc(C)oc34)CC2)cc1	-40	109	103	1	15	101	23	98	11	98	102
COc1ccc(C(=O)NC(=S)Nc2ccc3oc(=O)ccc3c2)cc1	45	104	105	5	9	103	-11	103	-4	104	105
COCC(C)n1c(C)cc(C(=O)COC(=O)c2ccc3ncsc3c2)c1C (centres undefined)	.	101	100	8	36	101	-18	99	.	103	102
Cc1ccc(S(=O)(=O)NNc2nc3ccccc3nc2C(F)(F)F)cc1	-15	99	101	13	29	100	-6	98	27	100	102
Cc1cnc(NC(=O)CCCc2nc3ccccc3s2)s1	-31	104	104	11	24	104	6	100	18	106	102
Cc1cccc(OCC(O)Cn2c(NCc3cccnc3)nc3c2c(=O)[nH]c(=O)n3C)c1 (centres undefined)	-9	99	99	22	23	100	15	101	10	103	103
CC1(C)CC(=O)C(/C=N/n2cnc3ccccc3c2=O)=C(O)C1	19	95	102	6	22	102	.	101	-1	107	106
COc1ccc(S(=O)(=O)N(C)C2CCS(=O)(=O)C2)cc1OC (centres undefined)	9	105	106	4	44	105	.	100	-1	104	107
COC(=O)c1sc(=S)n(-c2ccccc2OC)c1N	-56	96	95	8	54	95	-18	95	7	96	96
CCc1nnc(NC(=O)[C@@H](NC(=O)c2ccc(C(C)(C)C)cc2)C(C)C)s1	-11	90	94	5	8	95	4	96	-1	92	92
CCN(CC)CCNC(=O)C(C)c1nn(CC)c(=O)c2ccccc12 (centres undefined)	3	95	96	25	17	97	.	95	22	93	100
Cc1ccccc1C(=O)N1CCC(C(=O)Nc2ccc(S(=O)(=O)N3CCCC3)cc2)CC1	-9	97	94	10	29	97	-6	94	-3	95	96
Cc1ccsc1C(=O)Nc1cccc(S(=O)(=O)N(C)C)c1	-25	100	99	5	12	100	.	101	14	101	104
O=C(COc1ccccc1[N+](=O)[O-])N/N=C/c1ccncc1	-11	105	102	14	11	100	7	96	2	98	99

From PubChem BioAssay
